OXTR potentiate = human OXTR potentiation; activation, % at 3 µM; CHO-OTR cells, Fluo-8 calcium fluorescence, potentiator mode; 0% = oxytocin EC15, 100% = EC100; 320,000 tested, 0.061% active; P30559;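 active means activation above that plate's cutoff, the mean activation of tested compounds plus 3 SD, cut at about 6.6% in these data, passing the limit was not always enough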;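 further: 100% uses oxytocin at 75 nM as the full agonist control; some results filed as inactive read as strong as hits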
Target sequence (P30559 whole entry, looked up): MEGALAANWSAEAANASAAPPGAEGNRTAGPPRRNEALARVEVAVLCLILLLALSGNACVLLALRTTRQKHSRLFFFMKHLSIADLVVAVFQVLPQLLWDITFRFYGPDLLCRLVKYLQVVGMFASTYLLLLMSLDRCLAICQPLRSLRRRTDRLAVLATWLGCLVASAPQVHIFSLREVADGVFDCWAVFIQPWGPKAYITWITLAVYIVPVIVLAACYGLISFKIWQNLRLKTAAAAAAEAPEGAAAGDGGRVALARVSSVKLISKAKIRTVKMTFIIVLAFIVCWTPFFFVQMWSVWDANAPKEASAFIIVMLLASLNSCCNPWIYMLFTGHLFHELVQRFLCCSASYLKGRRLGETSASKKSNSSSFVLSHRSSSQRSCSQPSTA
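System: human OTR in CHO cells; Also added: sub-maximal oxytocin, roughly EC15; Timing: compound 6 min at room temperature before oxytocin, 100 s read; Technique: Fluo-8 intracellular calcium fluorescence, ex 470-495, em 515-575 nm; Controls: oxytocin EC15 low and EC100 high; Replication: singlicate.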
M1 ag = activates human CHRM1 receptor; P11229; CHO-K1 hM1, Fluo-8 calcium fluorescence, agonist mode; 0% DMSO, 100% acetylcholine EC100; activation, % at 3 µM; 360,000 tested, 0.33% active;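 active means activation above the run's mean compound activation plus 3 SD, cut at about 16% in these data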;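 further: peak over basal fluorescence ratio within a 140 s kinetic read after compound addition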
Target sequence (P11229 whole entry, looked up): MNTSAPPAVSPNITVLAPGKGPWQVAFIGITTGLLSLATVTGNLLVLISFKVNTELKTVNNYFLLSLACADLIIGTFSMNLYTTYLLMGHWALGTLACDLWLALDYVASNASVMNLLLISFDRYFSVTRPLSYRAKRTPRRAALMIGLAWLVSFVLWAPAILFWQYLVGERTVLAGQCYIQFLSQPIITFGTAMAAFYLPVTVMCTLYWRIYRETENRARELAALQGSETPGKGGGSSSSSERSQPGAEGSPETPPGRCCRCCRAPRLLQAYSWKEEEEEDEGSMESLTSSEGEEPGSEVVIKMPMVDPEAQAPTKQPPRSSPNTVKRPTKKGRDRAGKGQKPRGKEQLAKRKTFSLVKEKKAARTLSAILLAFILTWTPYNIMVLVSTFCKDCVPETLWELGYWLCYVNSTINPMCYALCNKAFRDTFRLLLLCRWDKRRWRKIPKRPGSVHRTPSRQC
CHO-K1 Ca antag = counter-screen for M1 antagonists: effect in parental CHO-K1 cells. inhibition, % at 3 µM. ATP-induced calcium, Fluo-8 fluorescence. 360,000 tested, 0.6% active;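 active means inhibition above a per-plate cutoff, the plate's mean sample inhibition plus 3 SD, cut at about 24% in these data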;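 further: 0% = DMSO plus EC80 ATP and 100% = DMSO alone without ATP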
CHO parental Ca = counter-screen for OX1R antagonists: effect in parental CHO cells; AID 463079; inhibition, % at 5.6 µM; parental CHO-K1, ATP-induced calcium, Fluo-8 fluorescence; 330,000 tested, 0.63% active;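 active means inhibition above that plate's mean sample inhibition plus 3 SD, cut at about 26% in these data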;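 further: 0% = ATP-challenged DMSO wells and 100% = DMSO wells without ATP; some compounds past the cut are filed as inactive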
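Assay system: untransfected parental CHO cell line. Also added: ATP agonist challenge. Dosing: one dose, 5.6 µM nominal. Measured by: Fluo-8 fluorescence. Read-out: % inhibition. Benchmarks: ATP wells versus no-ATP DMSO wells. Repeats: no replicates.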
TAAR1 antag = human TAAR1 antagonism; Q96RJ0; inhibition, % at 3 µM; CHO RD-HGA16 TAAR1, Fluo-8 calcium fluorescence, antagonist; 360,000 tested, 1.5% active;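 active means inhibition above a per-plate cutoff, the mean inhibition of test compounds on that plate plus 3 SD, cut at about 49% in these data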;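 further: 0% = DMSO plus EC80 beta-PEA response and 100% = DMSO alone without agonist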
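Test system: hTAAR1-expressing CHO RD-HGA16 cells, Gα16-coupled; Probe or stimulus: EC80 β-phenethylamine stimulus; Compound dosing: single nominal final test compound concentration of 3 µM; Timing: 140 s kinetic read after compound, 140 s after agonist; Signal: Fluo-8 calcium-sensitive fluorescence; Measure: % inhibition of agonist calcium response; Controls: DMSO and EC80 PEA controls.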
M1 antag = human CHRM1 antagonism | 360,000 tested, 1.3% active | AID 588852 | inhibition, % at 3 µM | CHO-K1 hM1, Fluo-8 calcium fluorescence, ACh EC80 antagonist;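 active means percent inhibition above its own plate's cutoff, namely the mean of that plate's compound wells plus 3 SD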;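 further: peak over basal fluorescence ratio during 140 s after agonist addition; 0% = ACh EC80 plus DMSO and 100% = DMSO alone without agonist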
TAAR1 agonist = agonists of human TAAR1; Q96RJ0; CHO RD-HGA16 TAAR1, Fluo-8 calcium fluorescence; vehicle wells 0%, saturating PEA agonist 100%; activation, % at 3 µM; 360,000 tested, 0.99% active;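 active means activation above the mean activation of all test compounds in the run plus 3 SD, cut at about 38% in these data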
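Benchmarks: low control DMSO, high control PEA (EC100); System: CHO RD-HGA16 cells carrying human TAAR1 plus Gα16; Detection: Fluo-8 fluorescence, 5 s baseline then 140 s kinetic read; Schedule: 17-24 h plating, Fluo-8 75 min 37 °C, 30 min RT; Read-out basis: % activation from peak over basal fluorescence ratio, DMSO-to-PEA scaled.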
CHO-K1 Ca ag = M1 agonist counterscreen hit in parental CHO-K1 cells; Fluo-8 calcium fluorescence; scaled to maximal ATP response, vehicle zero; 360,000 tested, 0.48% active; activation, % at 3 µM; in the data active means activation above about 15%;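 further: untransfected CHO-K1 host cells lacking M1 receptor as counterscreen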
CHO-K1 Ca PAM = counter-screen for M1 PAMs: effect in parental CHO-K1 cells. ATP EC20, Fluo-8 calcium fluorescence; 0% at ATP EC20, 100% at ATP max. activation, % at 3 µM. 360,000 tested, 0.02% active;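 active means activation above the run cutoff, the mean activation of all test compounds plus 3 SD, cut at about 40% in these data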;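 further: peak over basal fluorescence ratio in a 140 s read after ATP addition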
Active calls of the source: *; / = no result given.

canonical_smiles,OXTR potentiate,M1 ag,CHO-K1 Ca antag,CHO parental Ca,TAAR1 antag,M1 antag,TAAR1 agonist,CHO-K1 Ca ag,CHO-K1 Ca PAM
COc1cccc(-n2c(Cc3cc(=O)[nH]c(=O)[nH]3)nnc2SCC(=O)N2CCCCC2)c1,-3,0,-7,-1,-32,0,0,1.5,23
O=c1cc(-c2ccccc2[N+](=O)[O-])oc2ccccc12,-9,-4,-8,-6,-27,0,2,1.0,19
Cc1cc(C(=O)NCC(c2ccco2)N(C)C)ccc1[N+](=O)[O-] (stereo not given),-1,-12,-3,-20,-2,-21,2,-0.2,-4
COc1ccc(-c2cc(C(=O)N/N=C/c3cccnc3)c3ccccc3n2)cc1,/,-2,-13,/,11,2,6,3.9,22
CCN=C(NCC)SC1CC(=O)N(CCc2ccccc2)C1=O (stereo not given),1,-1,-11,-17,38,-11,9,5.3,16
O=C(C(=O)N1CCCc2ccccc21)c1c[nH]c2ccccc12,-10,0,-1,-4,-15,6,8,0.8,-9
O=c1[nH]c2ccccc2n1CCCSCCCn1c(=O)[nH]c2ccccc21,-10,1,3,-7,27,2,30,2.9,1
Cc1cc(NC(=O)CN2CC(C)OC(C)C2)n(-c2nc3ccccc3s2)n1 (stereo not given),0,-3,-14,-16,/,2,/,0.1,1
COc1ccccc1C(CNC(=O)c1cccc(S(=O)(=O)Nc2ccc(C)cc2)c1)N(C)C (stereo not given),-13,-5,-8,-20,-18,99*,7,0.9,-4
O=C(Nc1cc(-c2nc3ncccc3o2)ccc1Cl)c1cccs1,-11,-3,-3,-23,60*,0,6,4.2,-3
COc1ccc(C(=O)NNC(=O)C(=O)NC(C)c2ccccc2)cc1OC (stereo not given),5,-4,-19,-11,5,-17,-2,0.2,22
COc1ccc(Sc2ccc(/C=C3\C(=O)NN(c4ccccc4)C3=O)o2)cc1,0,-5,-13,3,1,-3,2,0.6,22
CC(C)C(c1nnnn1Cc1ccccc1)N1CCN(Cc2ccc3c(c2)OCO3)CC1 (stereo not given),-11,-8,-5,-28,4,-33,1,0.2,7
CN(C(=O)COC(=O)/C=C/c1ccc2ccccc2n1)C1CCS(=O)(=O)C1 (stereo not given),3,-5,0,-4,10,-1,0,1.2,16
Cc1ccc([C@H]2C[C@@H](O)[C@H](n3cc(COC(=O)c4ccccc4)nn3)CN2C(=O)C2CCCCC2)cc1,/,-9,1,/,-8,-7,5,0.7,1
CCNc1nc(Cl)nc(NC2CCCCC2)n1,-16,-4,-3,-16,-8,-25,-1,-0.1,17
Fc1nc(F)c(F)c(NCCCNc2c(F)c(F)nc(F)c2F)c1F,-18,-7,-5,5,35,14,4,2.1,-12
Cc1nc(CCNC(=O)CC2C(=O)NCCN2Cc2ccccc2)nc2c1CCC2 (stereo not given),/,-6,-1,/,-14,-7,0,0.1,15
COc1c(C)cc(C(=O)C2CCCN(S(=O)(=O)c3c(C)noc3C)C2)cc1C (stereo not given),7,-12,-9,-30,-28,3,0,1.1,0
COc1ccc(-n2nnnc2SCC(N)=O)cc1,-3,-3,-10,-4,-8,-14,3,0.1,25
COC(=O)c1cc(NC(=O)C2(S(=O)(=O)c3ccc(C)cc3)CC2)cc(C(=O)OC)c1,5,-3,0,-8,-14,1,-1,0.1,15
COc1ccc2nc3cc([N+](=O)[O-])ccc3c(NNc3ccc([N+](=O)[O-])cc3)c2c1,/,-5,-14,/,2,-16,0,0.5,18
Cc1cc(C)nc(NS(=O)(=O)c2ccc(NC(=O)c3cc4c(=O)n5cccc(C)c5nc4n3C)cc2)n1,-1,-1,-4,-9,/,-10,/,0.1,4
O=C1c2ccccc2C(=O)N1CSc1nnnn1-c1ccccc1,-1,-3,1,-3,-3,5,11,0.8,8
COc1ccc(CC(=S)NCCc2ccccc2)cc1,-4,-6,-4,-13,-15,-12,19,0.5,11
CSc1ccc(CN2CCN(C(=O)c3ccc([N+](=O)[O-])cc3)CC2)cc1,-18,-8,-2,-9,6,7,4,4.0,6
CC(=O)c1cccc(NC(=O)c2oc(C)nc2C)c1,1,-4,13,-5,12,3,5,0.4,-14
CN(C)C(=O)c1cn(-c2ccc(Cl)cc2)c(=O)c2ccccc12,-9,-3,-2,0,-2,0,9,0.6,14
CCc1ccc(NC(=S)N(Cc2cccc(Br)c2)CC2CCC(C(=O)O)CC2)cc1 (stereo not given),-8,-3,-15,-9,61*,-8,8,-0.5,3
COc1ccccc1-c1csc(C(O)c2ccc(F)cc2)n1 (stereo not given),/,-4,-13,/,-10,-8,1,-0.1,17

Of the compounds above, these contain an NH in an aromatic ring.
canonical_smiles,OXTR potentiate,M1 ag,CHO-K1 Ca antag,CHO parental Ca,TAAR1 antag,M1 antag,TAAR1 agonist,CHO-K1 Ca ag,CHO-K1 Ca PAM
COc1cccc(-n2c(Cc3cc(=O)[nH]c(=O)[nH]3)nnc2SCC(=O)N2CCCCC2)c1,-3,0,-7,-1,-32,0,0,1.5,23
O=C(C(=O)N1CCCc2ccccc21)c1c[nH]c2ccccc12,-10,0,-1,-4,-15,6,8,0.8,-9
O=c1[nH]c2ccccc2n1CCCSCCCn1c(=O)[nH]c2ccccc21,-10,1,3,-7,27,2,30,2.9,1

New compounds follow
Below each SMILES: OXTR potentiate, M1 ag, CHO-K1 Ca antag, CHO parental Ca, TAAR1 antag, M1 antag, TAAR1 agonist, CHO-K1 Ca ag, CHO-K1 Ca PAM
CCOC(=O)C1=C(COC(=O)CCc2ccccc2)NC(=O)NC1C (stereo not given)
    2, -1, -10, -15, -1, -5, 3, 2.7, -7
Cc1ccc(S(=O)(=O)N(C(=O)c2ccco2)c2cc3sc(=O)oc3c3ccccc23)cc1
    -1, -1, 1, 76*, -3, 9, 1, 0.2, 7
COc1ccc(CN2CCN(Cc3cn(C)nc3-c3ccccc3)CC2CCO)c(C)c1C (stereo not given)
    -6, -7, 16, -11, -5, -2, 5, -0.4, -9
O=C(O)C1CCCCC1C(=O)NCCCCc1ccccc1 (stereo not given)
    -4, -1, 4, -17, 11, -12, 45*, 0.3, 4
O=C(c1cc(COc2cccc(C(F)(F)F)c2)on1)N1CCC(Oc2cccnc2)CC1
    -14, 2, 24*, 39*, 33, 37*, 6, 14, -25
Cc1c(Cl)cccc1NC(=S)NC1CCN(Cc2ccccc2)CC1
    -3, 7, -9, -11, 2, -8, 9, 2.3, -3
O=C(NCCc1ccccc1)C(=O)c1cn(CC(=O)N2CCCC2)c2ccccc12
    -13, -4, 24*, -27, -35, -8, 11, 0.9, -10
CC(C)(C)N=C1NN=C(c2cc3ccccc3o2)CS1
    -1, -7, 9, 8, -13, 2, -2, 1.1, 21
Cc1cc(Br)cc(C)c1OCC(=O)NNC(=O)c1cccs1
    0, 1, 7, -9, -2, -9, 0, 1.1, -24
Cc1ccc(Cn2nnnc2CN2CCC(NC(=O)C(C)(C)C)CC2)cc1
    -11, -5, 4, 11, 19, 4, 2, 0.3, -3
Cc1noc(C)c1COc1ccccc1C(=O)N(C)CC(=O)Nc1ccc(F)c(F)c1F
    -1, -3, 0, -20, -16, -9, 2, 1.0, -5
CN1C(=S)SC(N2OC3C(=O)N(c4ccccc4)C(=O)C3C2c2ccccc2)C1(C)C (stereo not given)
    -5, /, /, -17, 7, /, 8, /, /
Cc1ccc(C(=O)N2CCCC(C(F)(F)F)C2)cc1S(=O)(=O)N1CCOCC1 (stereo not given)
    -1, -1, 12, -7, -1, -6, 2, -0.1, -10
CNS(=O)(=O)c1cccc(C(=O)OCC(=O)NC2CCCC2)c1
    -6, -1, -8, 3, -22, 0, 1, 0.9, -3
COc1ccc(S(=O)(=O)N2CCN(C(=O)C3COc4ccccc4O3)CC2)cc1 (stereo not given)
    -5, -6, -23, -4, -13, 89*, 4, 6.4, 12
CCC(=O)Nc1nc(C)c(Oc2ccccc2)c(=O)[nH]1
    -11, -4, -14, -2, -12, -8, 4, -0.4, 17
COc1ccc(-c2nc(NC(=O)C3CC(=O)N(Cc4ccco4)C3)sc2C)cc1 (stereo not given)
    -10, -2, -8, -20, -5, -9, 6, 3.0, -5
Cc1cc(C(=O)O)cc(S(=O)(=O)Nc2ccccc2C(=O)NC2CC2)c1C
    /, -3, -1, /, -10, 8, 0, 1.0, 7
CCc1ccccc1NC(=O)/C(=C/c1ccccc1)c1ccccc1
    -8, -5, -44, -20, 22, 2, 14, 1.1, 34
CCOc1ccc(NC(=O)NCC2CCN(Cc3ccc(F)cc3)CC2)cc1
    -6, -8, -13, -14, -4, -10, -2, 2.2, 1
COCC(=O)N1CCC(Oc2ccc(C(=O)NCCCC3CCCC3)cc2)CC1
    /, -5, -8, /, -13, -5, 0, 1.7, 6
COCc1ccc(C(=O)NC2CCCc3c2cnn3-c2cc(C)cc(C)c2)s1 (stereo not given)
    /, 4, 9, /, 3, -1, 0, 9.8, -2
COc1cc(OC)cc(-c2cc3ccc(OC)cc3cn2)c1
    -3, -4, -13, -21, -10, -6, 10, -0.9, 12
CC(C)(C)OC(=O)N1CCCN(C(=O)Nc2cccc(Cl)c2)CC1
    1, -1, -8, -14, -24, -6, 1, 2.6, 0
C=CCOc1c(CNc2ccc3[nH]c(=O)[nH]c3c2)cccc1OC
    -5, -2, -9, -3, 1, 1, 2, 2.5, -6
CN(C)S(=O)(=O)c1cccc(NC(=O)CNC2CCCCC2)c1
    1, -3, -12, -17, -3, -21, 2, 1.3, 12

Compounds were not picked by outcome, and some 4.2% of all compounds hit somewhere here.
